MgcRacGAP inhibition: MgcRacGAP GTPase-activating activity inhibitors, confirmation, biochemical, ADP Hunter fluorescence; inhibition, % at 30 µM, or IC50 in µM where a hit was titrated; AID 624330; 340,000 tested, 0.6% active; MgcRacGAP-stimulated Rac1 GTP hydrolysis, ADP Hunter fluorescence; higher % means a stronger effect; GST-tagged Rac1 F28L mutant substrate;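 active = first-screen hits whose inhibition reached a set limit at any dose in the follow-up dose series; inconclusive = inhibition above the set first-screen limit but never retested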;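 note: fluorescence reports GDP produced by GAP-driven GTP hydrolysis; strong numbers were not always called active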
NS5 inhibitors: flavivirus cap methylation enzyme inhibition – biochemical, confirmation dose response, primary screen (AID 588689) | Dengue-2 NS5 methyltransferase capping enzyme assay, biochemical; higher % means a stronger effect | one-dose inhibition, % at 25 µM; IC50 in µM for titrated hits | 340,000 tested, 0.3% active; in the data active = a potency from the dose series; inconclusive = inhibition above about 29% without an active follow-up result
RSV antiviral HEp-2: RSV antiviral activity via CPE protection, HEp-2 cells, primary 10 µM value included (AID 2391) | 310,000 tested, 0.13% active | HEp-2 cells, RSV-induced CPE inhibition; higher % means a stronger effect | CPE inhibition, % at 10 µM; hits with a dose series show IC50 in µM; in the data active = a potency from the dose series; inconclusive = CPE inhibition mostly from about 23% at the one dose, without a potency; inactive = the rest, 99 in 100 with CPE inhibition below about 21%; note: strong numbers were not always called active
Numbers without * were called inactive; ? = inconclusive. This is a subset; the hit share may differ from the screen's.

SMILES	MgcRacGAP inhibition	NS5 inhibitors	RSV antiviral HEp-2
Cn1c(-c2ccsc2)c(-c2cccs2)c2cc(Br)ccc21	7%	-3%	9.9%
COc1ccc2c(CC(=O)OCC(=O)Nc3ccc(C)cc3)coc2c1	1%	0%	2.8%
COc1ccc(OC)c(C(C)NC(=O)C(C)n2cc([N+](=O)[O-])cn2)c1 (stereo not given)	5%	-6%	0.0%
O=C(NCc1cccc2ccsc12)c1cccs1	-3%	14%	0.7%
COc1cc(OC)cc(OC(=O)C2CCN(C3=NS(=O)(=O)c4ccccc43)CC2)c1	2%	2%	1.0%
Cc1nnc(Sc2nc3c(c(=O)n(C)c(=O)n3C)n2Cc2ccccc2Cl)s1	6%	2%	2.8%
Clc1ccc(Cl)c(-c2nn3c(Cn4cnc5ccccc54)nnc3s2)c1	3%	-1%	0.5%
O=S(=O)(c1ccccc1F)N1CCN(Cc2cc3c(cc2Br)OCCO3)CC1	1%	1%	2.5%
Cc1cccc(C)c1NC(=O)COC(=O)c1cc(=O)[nH]c2ccccc12	2%	3%	2.8%
Cc1c(C2(O)CCCCC2)[nH]c2ncccc12	1%	-4%	-0.6%

Record cards (already shown). Order of values: MgcRacGAP inhibition, NS5 inhibitors, RSV antiviral HEp-2
`Cc1nnc(Sc2nc3c(c(=O)n(C)c(=O)n3C)n2Cc2ccccc2Cl)s1` is entered as 6%, 2%, 2.8%
`Cc1c(C2(O)CCCCC2)[nH]c2ncccc12` is entered as 1%, -4%, -0.6%
`Clc1ccc(Cl)c(-c2nn3c(Cn4cnc5ccccc54)nnc3s2)c1` is entered as 3%, -1%, 0.5%
`Cn1c(-c2ccsc2)c(-c2cccs2)c2cc(Br)ccc21` is entered as 7%, -3%, 9.9%
`O=C(NCc1cccc2ccsc12)c1cccs1` is entered as -3%, 14%, 0.7%

The list continues.
SMILES	MgcRacGAP inhibition	NS5 inhibitors	RSV antiviral HEp-2
O=C(NCCN1CCOCC1)c1cccc(S(=O)(=O)Nc2ccc(F)cc2)c1	0%	-5%	0.6%
CN1CCN(C(=O)c2ccc(S(=O)(=O)Nc3ccccc3)cc2)CC1	2%	0%	-0.6%
COc1ccc(C(=O)N(C)C2CCCCC2)cc1S(=O)(=O)N1CCOCC1	6%	-7%	0.2%
Cc1ccc(S(=O)(=O)N2CCOCC2)cc1-c1n[nH]c(=S)n1-c1ccccc1	-2%	9%	0.1%
COc1cccc(NC(=O)CN(c2ccccc2OC)S(=O)(=O)c2cccs2)c1	6%	-1%	0.2%
CCc1noc(C)c1C(=O)OC(C)C(=O)NCc1ccc(OC)cc1 (stereo not given)	5%	-5%	-0.2%
Nc1nc(N(Cc2ccccc2)Cc2ccccc2)nc(C(F)(F)F)n1	2%	5%	0.9%
COc1ccc(OC)c(CN2CCN(C(=O)c3ccc(S(=O)(=O)Nc4ccccc4F)cc3)CC2)c1	1%	-4%	0.7%
COc1ccc(C(=O)NCC2CCCCC2)cc1S(=O)(=O)N1CCCC1	6%	1%	0.9%
CCN(C(=O)CSc1nnc(-c2ccco2)n1C)c1c(N)n(Cc2ccccc2)c(=O)[nH]c1=O	5%	3%	1.9%

As entered above.
Under RSV antiviral HEp-2, Cc1nnc(Sc2nc3c(c(=O)n(C)c(=O)n3C)n2Cc2ccccc2Cl)s1 is listed with 2.8%
Under NS5 inhibitors, O=C(NCCN1CCOCC1)c1cccc(S(=O)(=O)Nc2ccc(F)cc2)c1 is listed with -5%

Additional records.
SMILES	MgcRacGAP inhibition	NS5 inhibitors	RSV antiviral HEp-2
O=C(COc1ccccc1[N+](=O)[O-])NCCCN1CCCC1=O	7%	-7%	-0.3%
O=c1cc(OCc2ccccc2)cc[nH]1	4%	-4%	2.5%
Cc1ccc(S(=O)(=O)N2CCOCC2)cc1C(=O)OCC(=O)NC1CC1	-3%	-2%	0.2%
COc1ccc2c(c1)OC[C@H]1[C@H]2N2C(=O)CN(CC3CCCO3)C(=O)[C@@]2(C)[C@H]1c1ccccc1 (stereo not given in full)	7%	-8%	2.2%
CC(c1ccccc1)N1CC(C(=O)N2CCCC(C(N)=O)C2)CC1=O (stereo not given)	7%	-6%	1.4%
CCOC(=O)c1c(C)[nH]c(C(=O)Nc2cc(OCC)c(N3CCOCC3)cc2OCC)c1C	6%	-4%	2.3%
Cc1cccc(-n2ccnc2SCC(=O)c2c(N)n(C3CC3)c(=O)[nH]c2=O)c1C	5%	-13%	0.7%
COc1ccc(Cl)cc1NC(=O)CN(C)C(=O)c1ccc2n[nH]nc2c1	5%	3%	1.7%
Cc1cccc(-n2c(Cc3cc(=O)[nH]c(=O)[nH]3)nnc2SCC(=O)NCc2ccco2)c1	-4%	7%	0.8%
CCN(Cc1ccc(OC)c(F)c1)C(=O)/C=C/c1ccc(S(=O)(=O)N2CCOCC2)cc1	5%	-9%	2.9%
CCC(C)C(NC(=O)c1ccccc1)C(=O)Nc1ccc(S(=O)(=O)Nc2cc(C)nc(C)n2)cc1 (stereo not given)	5%	-7%	0.9%
COC(=O)c1ccc(NC(=O)COC(=O)C2=NN(c3ccccc3)C(=O)CC2)cc1	4%	-1%	-0.3%
Cc1ccc(O)c(N)c1	?	-1%	3.5%
CCc1ccc(OCC(=O)NNC(=O)c2cc(S(=O)(=O)N3CCOCC3)ccc2N2CCCC2)cc1	6%	-5%	-0.5%
Cc1cc(C(=O)OCC(=O)NC2CC2)c2ccccc2n1	-1%	-2%	2.1%
COc1ccc(CN(C)C(=O)c2cccc(S(=O)(=O)N3CCc4ccccc43)c2)c(OC)c1	3%	-4%	9.3%
Cc1ccccc1CN(C)C(=O)[C@H](Cc1ccccc1)NC(=O)c1ccco1	7%	-1%	1.1%
CCOc1ccc2oc(C(=O)N(CCOC)c3c(N)n(CC(C)C)c(=O)[nH]c3=O)c(C)c2c1	2%	-15%	0.5%
CCCOc1ccc(C(F)(F)F)cc1NC(=O)CN1C(=O)C(=O)N(CC)C1=O	3%	6%	0.4%
O=C(NCC1(N2CCCCC2)CCCCC1)c1cccc(S(=O)(=O)Nc2ccc(F)cc2)c1	7%	1%	0.0%
CCC(C(=O)N1CCN(S(=O)(=O)c2ccc(F)cc2)CC1)c1ccccc1 (stereo not given)	3%	4%	-0.5%
Cc1ccc(C(C)(C)C)cc1S(=O)(=O)N1CCC(C(=O)N2CCN(c3ccc(O)cc3)CC2)CC1	99µM*	0%	3.5%
Cc1ccc(SCC(=O)OCC(=O)NCc2ccco2)cc1	-7%	1%	0.1%
O=C(COC(=O)c1ccc(CO)cc1)Nc1ccc2ccccc2c1	7%	2%	3.3%
CCO[C@@H]1c2c(ccc3ccc(=O)oc23)OC(C)(C)[C@H]1O	12%	-4%	0.2%
CCCOc1ccc(C(=O)CCC(=O)NNC(=O)c2cccs2)cc1	5%	3%	20%
COc1ccc(C2(c3ccc(OC)cc3)NC(=O)N(CC(=O)NC3(C#N)CCCCC3)C2=O)cc1	7%	-1%	-0.3%
O=C(COC(=O)/C=C/c1cccc(Cl)c1)NC1CCCC1	1%	1%	0.2%
CC1(c2ccc3c(c2)OCCO3)NC(=O)N(CC(=O)Nc2ccccc2SCC#N)C1=O (stereo not given)	1%	-7%	-0.5%
COc1ccc(CCNC(=O)COC(=O)c2cc(S(=O)(=O)N3CCCC3)ccc2O)cc1	2%	0%	0.3%

Exported with values under each structure: entries from further up.
Values run as follows: MgcRacGAP inhibition | NS5 inhibitors | RSV antiviral HEp-2
O=C(NCc1cccc2ccsc12)c1cccs1
→ -3% | 14% | 0.7%
COc1cc(OC)cc(OC(=O)C2CCN(C3=NS(=O)(=O)c4ccccc43)CC2)c1
→ 2% | 2% | 1.0%
Cc1nnc(Sc2nc3c(c(=O)n(C)c(=O)n3C)n2Cc2ccccc2Cl)s1
→ 6% | 2% | 2.8%
Clc1ccc(Cl)c(-c2nn3c(Cn4cnc5ccccc54)nnc3s2)c1
→ 3% | -1% | 0.5%

The listing continues.
SMILES	MgcRacGAP inhibition	NS5 inhibitors	RSV antiviral HEp-2
COCCN(CC(=O)Nc1cccc(C)c1C)C(=O)Cc1cccs1	3%	-6%	1.4%
COc1ccc(C(=O)NC(C)c2ccncc2)cc1S(=O)(=O)N(C)Cc1ccccc1 (stereo not given)	1%	-10%	0.6%
CC(=O)Nc1cccc(NC(=O)CSc2n[nH]c(-c3ccccc3)n2)c1	3%	-1%	-0.2%
COc1cccc(/C=C/C(=O)OCC(=O)c2ccc3c(c2)NC(=O)CO3)c1	-2%	7%	1.9%
CCOc1ccc(CCN2C(=O)C3C4CCC(O4)C3C2=O)cc1OCC (stereo not given)	3%	1%	1.3%
O=C(c1cc2ccccc2o1)N1CCN(S(=O)(=O)c2ccc(F)c(F)c2F)CC1	6%	-2%	0.3%
COC(=O)c1c(C)[nH]c(C(=O)C(C)OC(=O)c2cnc(C)cn2)c1C (stereo not given)	6%	-1%	-0.5%
CC(C)n1ncc2c(C(=O)Nc3cccc(C#N)c3)cc(C3CC3)nc21	4%	-3%	9.4%
CC1CCC(NC(=O)COC(=O)CNC(=O)c2ccc3ccccc3c2)CC1 (stereo not given)	8%	1%	1.7%
COc1ccc(C(CNC(=O)c2ccc(Cl)c(S(=O)(=O)N3CCCC3)c2)N2CCCC2)cc1 (stereo not given)	1%	-9%	1.4%
CC(C)Cn1nc(C(=O)Nc2nnc(C3CC3)s2)c2ccccc2c1=O	-1%	0%	2.6%
Cc1cccc(OCC(=O)NNC(=O)c2ccc3nc[nH]c3c2)c1	13%	1%	1.7%
Cc1ccc(CSc2nnc(NC(=O)C3=COCCO3)s2)cc1	5%	8%	1.5%
COc1ccc(S(=O)(=O)N2CCCCCC2)cc1NC(=O)c1ccccc1S(C)(=O)=O	9%	-9%	0.2%
CCOc1ccc2c(c1)sc1nc(C(=O)OC)cc(=O)n12	8%	-2%	-0.4%
Cc1c(C)c2cccnc2c2ncccc12	8%	-18%	-0.7%
O=C(COC(=O)c1cc([N+](=O)[O-])ccc1Cl)NCCc1ccccc1	1%	-6%	3.0%
Cc1ccc(S(=O)(=O)N2CCC(C(=O)Nc3ncccc3O)CC2)cc1	5%	1%	1.0%
CC(OC(=O)c1n[nH]c2ccccc12)C(=O)NC1CCCCC1C (stereo not given)	3%	14%	1.6%
CCOc1ccc(S(=O)(=O)N2CCC(C(=O)Nc3cc(S(C)(=O)=O)ccc3Cl)CC2)cc1	-1%	5%	1.3%
COc1ccc(C(CNC(=O)C(CCSC)NC(=O)c2ccccc2Cl)N2CCCCC2)cc1 (stereo not given)	5%	-1%	-1.1%
O=C(NCC(c1cccnc1)N1CCN(c2ccccc2)CC1)c1ccco1 (stereo not given)	6%	-8%	0.7%
O=C(CN1C(=O)NC2(CCCCC2)C1=O)Nc1cccc2ncccc12	0%	-4%	0.9%
COc1cc(C(=O)NCC2CCCCC2)ccc1OCc1c(C)noc1C	5%	-7%	0.4%
NC(=O)c1cc(S(=O)(=O)N2CCCC2)ccc1OCCOc1ccccc1	6%	-1%	1.2%
CC(NC(C)c1ccccc1Cl)C(=O)Nc1cccc(S(=O)(=O)N2CCCCC2)c1 (stereo not given)	-3%	3%	3.0%

Screening results (PubChem BioAssay)
